# RXFP1 antagonist – qHTS Assay for Antagonists of the Relaxin Receptor RXFP1; HEK293-RXFP1, relaxin-stimulated cAMP HTRF, 30 min; hits give low values; Relaxin receptor 1 (Homo sapiens), Q9HBX9; actives 0.59% (n = 350,000); activity change, negative = inhibition, % at 57.5 µM;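 active means activity change of -60% or lower, but not beyond a set lower limit; inconclusive means change between -60% and -40%, or beyond the set limit; inactive means change above -40%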; further: on the % scale 0 is the no-effect control and ±100 the full control effect
# TRHR PAM – qHTS for Small Molecule Agonists and Allosteric Enhancers of Human TRH Receptor: Primary Screen for Enhancers. actives 0.66% (n = 360,000). TRHR cells, fluo-8 calcium fluorescence, EC20 TRH enhancement. enhancement, % at 2 µM. Thyrotropin-releasing hormone receptor (Homo sapiens), P34981; in the data active means enhancement above about 30%; further: 0% is about no effect
# Target sequence (P34981 whole entry, looked up): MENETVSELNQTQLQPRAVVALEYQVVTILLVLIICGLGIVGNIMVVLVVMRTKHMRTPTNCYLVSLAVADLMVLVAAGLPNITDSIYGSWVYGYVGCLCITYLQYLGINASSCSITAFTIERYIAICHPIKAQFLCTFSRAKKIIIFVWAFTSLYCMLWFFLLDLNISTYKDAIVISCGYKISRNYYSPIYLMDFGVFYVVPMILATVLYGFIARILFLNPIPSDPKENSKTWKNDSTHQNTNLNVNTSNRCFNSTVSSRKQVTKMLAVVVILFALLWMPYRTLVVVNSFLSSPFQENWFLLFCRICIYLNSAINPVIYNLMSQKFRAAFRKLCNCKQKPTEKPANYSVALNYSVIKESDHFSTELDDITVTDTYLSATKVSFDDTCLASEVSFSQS
#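 Enhancer read-out: after compound pinning and an initial kinetic agonist-mode read, an EC20 of TRH (10 nM final) was injected and fluo-8 calcium signal (Ex 480/Em 530) followed at 1 s/cycle for 100 cycles in TRHR-expressing cells.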
# D2 PAM – HTS Assay for Positive Allosteric Modulators of the Human D2 Dopamine Receptor: Primary Screen for Potentiators; D(2) dopamine receptor (Homo sapiens), P14416; HEK293 T-REx D2, calcium flux, EC20 dopamine potentiation; potentiation, % at 10 µM; actives 0.34% (n = 340,000); AID 485347, 2010;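 active means potentiation over 3 SD above the plate norm, cut at about 30% in these data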; further: 0% is about no effect
#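 Tetracycline-induced Hek293 Trex D2 cells, force-coupled to calcium, loaded with no-wash calcium dye. Compound added with 180 s kinetic read for agonism, then EC20 dopamine and a further 180 s read for potentiation.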
# D1 antagonist – Antagonist of Human D 1 Dopamine Receptor: qHTS; HEK293 TREx D1 cells, calcium flux, dopamine EC80; hits give low values; activity change, negative = inhibition, % at 10 µM; actives 3.2% (n = 360,000); AID 504652, 2011; in the data active means activity change below about -30%; further: on the % scale 0 is the no-effect control and ±100 the full control effect
# Target sequence (P21728 whole entry, looked up): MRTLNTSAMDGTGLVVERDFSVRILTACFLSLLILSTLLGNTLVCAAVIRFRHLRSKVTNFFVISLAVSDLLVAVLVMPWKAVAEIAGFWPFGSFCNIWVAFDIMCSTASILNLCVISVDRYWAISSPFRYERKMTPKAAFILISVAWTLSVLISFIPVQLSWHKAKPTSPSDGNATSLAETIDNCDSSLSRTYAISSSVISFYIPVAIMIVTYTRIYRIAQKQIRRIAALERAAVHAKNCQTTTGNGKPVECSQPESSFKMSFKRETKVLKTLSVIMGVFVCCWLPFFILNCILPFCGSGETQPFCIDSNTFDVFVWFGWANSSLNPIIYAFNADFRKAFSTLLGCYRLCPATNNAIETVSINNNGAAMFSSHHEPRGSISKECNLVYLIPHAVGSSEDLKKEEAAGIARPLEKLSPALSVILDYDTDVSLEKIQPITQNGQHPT
#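 Cells carrying a force-coupled, tetracycline-inducible human D1 receptor report calcium flux. Each well gets a 10 s baseline, compound with 180 s monitoring, then an EC80 dopamine stimulus with a second 180 s kinetic read.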
# D1 agonist – Allosteric Agonists of the Human D1 Dopamine Receptor: qHTS; HEK293 T-REx D1 cells, calcium flux, agonist mode; activation, % at 2 µM; actives 1% (n = 360,000); in the data active means activation above about 30%; further: 0% is about no effect
#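 Tetracycline-induced HEK293 TREx D1 cells, force-coupled to calcium signalling, were dye-loaded with a no-wash calcium kit. Compound was pin-added after a 10 s baseline. Fluorescence was read kinetically at 1 cycle/s for 180 s, with calcium rises flagged as agonism.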
# TRHR ag – qHTS for Small Molecule Agonists and Allosteric Enhancers of Human TRH Receptor: Primary Screen for Agonists | Thyrotropin-releasing hormone receptor (Homo sapiens), P34981 | actives 0.18% (n = 360,000) | TRHR cells, calcium flux fluo-8, FDSS agonist mode | activation, % at 2 µM; in the data active means activation above about 30%; further: 0% is about no effect
#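 TRHR-expressing cells, plated overnight in medium with 10% serum, were loaded with fluo-8 calcium dye at room temperature. After a 10 s baseline, library compound was pin-added and calcium release was recorded kinetically (ex 480/em 530) as agonist response.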
# Apoferritin bind – qHTS Assay for Identification of Novel General Anesthetics. Ferritin light chain (Equus caballus), P02791. apoferritin/1-aminoanthracene competitive binding, fluorescence. Potency, µM (highest dose often 77.5 µM), inactives show at the highest dose activity change, negative = displacement, most hits filed as inhibitors. actives 0.074% (n = 350,000). AID 485281, 2010; further: potency means the concentration at half of the fitted maximal effect; on the % scale 0 is the no-effect control and ±100 the full control effect; nearly all actives have a fitted effect of over 20% in size
# Target sequence (P02791 2-175 limits assumed): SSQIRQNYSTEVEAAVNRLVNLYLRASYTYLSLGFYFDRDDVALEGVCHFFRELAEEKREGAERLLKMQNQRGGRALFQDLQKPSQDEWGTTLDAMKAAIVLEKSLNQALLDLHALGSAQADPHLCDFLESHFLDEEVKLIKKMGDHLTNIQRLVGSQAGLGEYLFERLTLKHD
#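 Read-out: endpoint 1-AMA fluorescence, excitation 380 nm and emission 535 nm, after compounds sit 10 min at room temperature with 10 uM horse-spleen apoferritin in 50% saturated 1-AMA/PBS. Values come from four-parameter Hill fits.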
# RXFP1 ag – qHTS Assay for Agonists of the Relaxin Receptor RXFP1 | Potency, µM (top dose mostly 57.5 µM), inactives show at the highest dose activation, hits mostly activators | HEK293T-RXFP1 cAMP TR-FRET, 30 min; response scale: percent of porcine relaxin response, buffer zero | actives 0.3% (n = 370,000); further: potency means the concentration at half of the fitted maximal effect; on the % scale 0 is the no-effect control and ±100 the full control effect; nearly all actives have a fitted effect of over 60% in size; many of its hits are not listed in these tables
#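 Agonist response is measured as cAMP accumulation in an RXFP1-transfected HEK293T line under PDE4 inhibition. Values are scaled between buffer-only and 29 nM porcine relaxin, and EC50s come from standard Hill equation fits.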
# D1 potentiator – Potentiators of Human D1 Dopamine Receptor: qHTS | D(1A) dopamine receptor (Homo sapiens), P21728 | HEK293 TREx D1 cells, calcium flux, dopamine EC20 potentiation | potentiation, % at 10 µM | actives 0.036% (n = 360,000) | AID 504651, 2011; in the data active means potentiation above about 30%; further: 0% is about no effect
# * = called active by the depositor; ? = inconclusive; . = not tested or not shown; [ ] = dose if it differs, or a comment. Unless noted, the call rests on the fitted dose curve; in most records, active means well fitted curve in the direction sought with a large enough effect; inconclusive means small, poorly fitted or top-dose-only effect, or another doubt; inactive means no such curve, though single readings can be large; an effect the other way counts as inactive or inconclusive. Some of the compounds tested; the hit share may differ from the screen's.
# Start of the data: the first two entries as a preview:
molecule	RXFP1 antagonist	TRHR PAM	D2 PAM	D1 antagonist	D1 agonist	TRHR ag	Apoferritin bind	RXFP1 ag	D1 potentiator
CCOc1cc(/C=N/Nc2ccccc2Cl)ccc1OCC(=O)O	-18	0	-2	49	2	0.0	-3%	1.0%	1
Nc1nc(NC(=O)c2ccccc2)nn1-c1ccccc1	3	1	-10	1	0	0.4	-8%	1.3%	-5

# The whole of this part, from the first entry:
molecule	RXFP1 antagonist	TRHR PAM	D2 PAM	D1 antagonist	D1 agonist	TRHR ag	Apoferritin bind	RXFP1 ag	D1 potentiator
CCOc1cc(/C=N/Nc2ccccc2Cl)ccc1OCC(=O)O	-18	0	-2	49	2	0.0	-3%	1.0%	1
Nc1nc(NC(=O)c2ccccc2)nn1-c1ccccc1	3	1	-10	1	0	0.4	-8%	1.3%	-5
Cc1ccc(S(=O)(=O)NCC2CCC(C(=O)NCCCN3CCCC3=O)CC2)cc1 (stereo not drawn)	14	-7	-6	-2	3	0.0	-3%	-2.1%	7
Cc1cccc(Nc2nc(-c3ccncc3)cs2)c1	-9	-5	19	-11	1	-2.4	?	1.1%	-11
O=C(CN1C(=O)NC2(CCCCC2)C1=O)Oc1ccc2ccc(=O)oc2c1	2	-1	3	-2	5	-0.9	.	12%	1
Cc1nc2ccc(NC(=O)c3ccc(Br)o3)cc2s1	-92*	4	4	-31*	9	0.2	-7%	-0.7%	-4
O=C1COc2ccc(C(=O)CSc3nnc(-c4cccs4)n3Cc3ccccc3)cc2N1	-17	0	-11	0	8	1.3	?	-0.4%	5
COc1cccc(C(=O)N2CCN(Cc3cccc(F)c3)CC2)c1	7	3	0	-11	1	-3.3	6%	-0.9%	-4
COc1ccc(CNC(=O)CCc2c(C)nn(-c3ccc(N4CCCCC4)nn3)c2C)c(OC)c1	14	10	-2	0	0	-0.3	-6%	-0.5%	-4
CSCCC(NC(=O)COc1ccccc1)C(=O)NCCOc1ccccc1 (stereo not drawn)	-10	-10	-13	12	1	-0.1	.	0.2%	-9
COc1cc2cc(C(=O)N[C@@H](Cc3ccccc3)C(=O)O)n(C)c2c(OC)c1OC	10	13	9	-6	2	-0.1	5%	2.3%	0
COc1ccc(OC)c(C2C(C#N)=C(N)Oc3cc(N)ccc32)c1 (stereo not drawn)	9	1	12	-22	2	0.1	-2%	-0.9%	-7
COc1cc(/C=C2\SC(c3ccccc3)=NC2=O)cc(Cl)c1O	-6	-10	-3	2	16	7.9	-12%	-2.8%	0
O=C(CSc1nc2ccccc2s1)c1ccc(O)cc1O	-7	4	2	-6	2	0.2	-2%	-0.2%	0
CCOc1ccc(-n2ccnc2SCC(=O)Nc2ccc3c(c2)OCO3)cc1	-7	-1	4	-11	1	-1.0	-14%	-1.2%	-4
Cc1ccc(C)c(-n2c(-c3cccnc3)n[nH]c2=S)c1	3	3	0	-2	3	0.7	-7%	3.6%	-10
Cc1c(C)n(C)c2ccc(C(=O)NCCCN3CCN(c4ccccc4F)CC3)cc12	-2	4	-39	-10	0	-0.3	-6%	0.2%	-10
O=C(NC1CCCCCC1)c1cc(S(=O)(=O)N2CCOCC2)ccc1N1CCCCC1	15	-14	3	1	2	0.6	-22%	2.8%	3
C=CCn1c(SCC(=O)Nc2ccc(N3CCOCC3)cc2)nnc1-c1ccco1	-7	8	-8	-2	1	-1.1	7%	-1.1%	3
Cc1ccc(CNC(=O)CSCc2ccccc2)cc1	7	-6	.	-15	3	-1.6	-18%	-1.7%	-5
CCC(C)(C)n1nnnc1C(c1ccccc1)N1CCN(C2CCCC2)CC1 (stereo not drawn)	0	1	-12	-1	3	-0.7	7%	-1.1%	2
O=C(Cn1nnc2ccccc21)NNC(=S)NC1CCCCC1	7	-5	1	5	4	-0.4	-7%	0.2%	1
CN(C)S(=O)(=O)c1cc(NC(=O)COC(=O)Cc2ccc(Br)cc2)ccc1Cl	.	3	-4	-17	12	0.2	-21%	0.3%	-11
CN1/C(=C\C(=O)c2cccnc2)C(C)(C)c2ccccc21	-23	2	3	-29	0	0.8	-14%	-0.8%	-11
COc1ccc(C(=O)Nc2ccc(-c3nc4ncccc4o3)cc2C)cc1Br	.	17	-5	7	-1	-0.1	-10%	-0.3%	0
Cc1ccc(C)c(NC(=O)Cn2c(=O)nc(-c3ccccc3)c3ccccc32)c1	2	-6	-6	-10	-2	0.0	-1%	1.2%	1
CCCNC(=O)c1ccc(Cn2c(SCC(=O)NC(C)C)nc3ccccc3c2=O)cc1	.	8	.	-3	2	0.5	-5%	2.4%	0
CCOc1ccc(-c2cc3nc(C4CCN(C(=O)OC(C)(C)C)CC4)c(C(=O)Nc4ccc(C(=O)OC)cc4)cn3n2)cc1	-16	21	.	2	5	-1.9	51%[activator]	26%	-1
Cn1c(=O)c2c(SCCN3CCOCC3)nc(C3CCCC3)nc2n(C)c1=O	-7	-1	0	21	0	0.1	-7%	2.8%	2
O=C(CSC1=NS(=O)(=O)c2cc(Cl)ccc2N1)Nc1cccc(F)c1	-16	5	.	-10	1	-1.4	.	-1.8%	-4
CC(C)(C)NC(=O)C(=O)NNC(=O)c1ccc(C(C)(C)C)cc1	12	5	-4	9	5	0.7	-11%	-0.5%	-5
O=C(NC1CC1)C1CCN(c2ncccn2)CC1	17	19	-8	-17	3	0.4	-1%	3.3%	-8
COc1ccc(CNC(=O)CN(Cc2ccccc2)S(=O)(=O)c2ccc(Cl)cc2)cc1	-5	-8	-7	1	12	4.2	58%[activator]	0.1%	-4
CCOC(=O)C1(Cc2ccccc2C)CCCN(C(=O)c2ccc(CSC)o2)C1 (stereo not drawn)	-3	1	9	1	4	-0.3	-16%	-2.0%	-2
CCCCNc1nc2c(c(=O)n(Cc3ccc(Cl)cc3)c(=O)n2C)n1C	-1	-3	10	11	0	1.9	?	1.7%	-3
CC(C)(Sc1ccc(CCN(CCCCC2CCCCC2)C(=O)NC2CCCCC2)cc1)C(=O)O	.	-10	-4	-5	23	-0.7	.	-0.3%	-7
c1ccc2sc(NN=C3CCCCCC3)nc2c1	-8	5	8	-5	4	1.6	?	1.5%	2
Cn1c(N2CCCC2)nc2c1c(=O)n(Cc1cccc(F)c1)c(=O)n2C	8	3	6	30	0	-0.9	-6%	0.7%	-2
O=S(=O)(c1cccs1)N1CCC2(CC1)OCCO2	10	1	-3	-5	5	-0.1	-5%	-0.5%	-4
O=C(CNS(=O)(=O)c1ccc(Br)cc1)NCc1ccncc1	7	13	-3	-5	-1	0.4	-6%	-2.1%	2
COc1ccc(NC(=O)c2cc(-c3ccccc3)nc3c2cnn3C(C)C)c(OC)c1	9	1	9	-2	1	0.1	.	-0.3%	-1
CCN1CCN(C(=O)N[C@@H](C(=O)N[C@@H]2C(=O)N3[C@@H]2SC(C)(C)[C@@H]3C(=O)O)c2ccccc2)C(=O)C1=O	.	17	-13	-14	4	0.6	3%	0.0%	9
Cc1ccc(Cn2c(C)c(CNCCCc3ccccc3)c(C(=O)O)c2C)cc1	-16	3	1	34	3	1.0	-21%	-2.0%	0
CC1CCN(C(=O)Cn2c3ccccc3c3nc4n(c(=O)c32)CCCS4)CC1	-14	-2	-5	-24	1	-0.3	5%	6.7%	-3
CCOC(=O)C(C)Sc1nnc(Cc2cc(=O)[nH]c(=O)[nH]2)n1-c1ccc(Cl)cc1 (stereo not drawn)	.	-8	-6	8	2	0.5	10%	-1.6%	0
CCCCOC(=O)C(C#N)c1nc2ccccc2nc1N1CCOCC1 (stereo not drawn)	3	4	-6	-12	2	-0.1	-19%	-0.8%	5
Cc1cc2nc(/C=C/c3cccnc3)[nH]c2cc1C	11	-2	.	2	3	-0.8	264%[activator]	20%	0
CCNC(=O)Oc1ccc(-c2csnn2)cc1	-2	3	-1	-6	6	0.0	-6%	-2.8%	-2
CC(C)NC(=O)CCc1nnc(Cc2cccc(C(F)(F)F)c2)o1	-37	5	-2	39	5	0.1	-5%	-0.7%	-2
CC(C)NC(=O)c1cccc(C(F)(F)F)c1	4	21	8	-2	0	0.6	-7%	-0.4%	-3

# Carrying on:
molecule	RXFP1 antagonist	TRHR PAM	D2 PAM	D1 antagonist	D1 agonist	TRHR ag	Apoferritin bind	RXFP1 ag	D1 potentiator
COc1cccc(OCCCn2cc(/C=C3/C(=N)N4C=C(C)SC4=NC3=O)c3ccccc32)c1	13	3	2	-11	34*	8.2	-4%	0.7%	0
CCOC(=O)N1CCN(CC(O)COC2CC(C)CC(C)(C)C2)CC1 (stereo not drawn)	-4	3	-9	-17	9	-0.3	-19%	0.7%	1
C/C(=N\NC(=O)c1cnccn1)c1ccc([N+](=O)[O-])cc1	-7	-1	-2	20	0	0.5	-3%	?	-2
Cc1ccc(S(=O)(=O)N2CCC(C(=O)NCC3CCCO3)CC2)cc1 (stereo not drawn)	6	-7	-1	4	1	-1.0	-5%	-3.0%	-3
COc1ccc(NC(=O)COC(=O)c2ncc(Cl)c(Cl)c2Cl)c(OC)c1	.	2	0	-41*	0	0.0	1%	3.6%	-2
CC(C)S(=O)(=O)c1csc(C(=O)Nc2ccc(F)cc2)c1N	-6	0	-7	-56*	1	0.2	-11%	3.3%	-18
CCOc1ccc(CNC(=O)CC(C)n2nc(C)cc2C)cc1OC (stereo not drawn)	-3	-8	-11	-2	3	0.7	-13%	-0.8%	-5
COn1c(=O)c(-c2cccs2)[n+]([O-])c2ccccc21	-11	3	12	-1	3	1.5	-17%	0.5%	-4
COc1cc(/C(C)=N\NC(N)=S)cc(OC)c1OC	-10	1	3	8	0	-0.1	-10%	1.5%	-3
CC(=O)CSc1nc(-c2cccs2)c(C#N)c(=O)[nH]1	22	9	-9	-17	4	-1.5	-2%	14µM*	-5

# Source: PubChem BioAssay
